Assay outcomes as filed in PubChem.
MsrA inhibitor: inhibitors of bovine MsrA. purified bovine MsrA, absorbance read-out. inhibition, % at 15.5 µM. 360,000 compounds, 0.75% hits. AID 651718; in the data active = inhibition above about 4.5%;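 also: 0% = vehicle wells with enzyme and 100% = reference inhibitor wells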
LMPTP inh: LMPTP (human) inhibition; recombinant LMPTP-A, OMFP fluorogenic substrate, fluorescence intensity; inhibition, % at 20 µM; 360,000 compounds, 0.22% hits;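 active = compounds that cut the enzyme signal by at least half of the control window in the single-dose screen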;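 also: plate controls were DMSO wells with enzyme plus substrate for no effect and substrate without enzyme for full effect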
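Material: LMPTP-A; amount: 0.625 nM enzyme; doses: single 20 µM dose; times: reaction 50 min, room temperature, dark; technique: fluorescence intensity of OMFP turnover product; benchmarks: no-enzyme and uninhibited controls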
Tb MetRS inh: Trypanosoma brucei MetRS inhibition; inhibition, % at 11.9 µM; AID 624268; purified T. brucei MetRS, ATP depletion, Kinase-Glo luminescence; 360,000 compounds, 0.4% hits;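 active = inhibition above a per-plate cutoff of the control wells' mean inhibition plus 3 SD, cut at about 5.5% in these data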;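 also: 0% = DMSO wells median and 100% = median of wells with control inhibitor compound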
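Dosing: 11.9 µM single point; system: parasite MetRS enzyme; technique: luminescence of leftover ATP; times: 15 min enzyme-compound preincubation, 2 h reaction, 10 min detection, 25 °C; replicates: each compound tested once; read-out basis: percent inhibition relative to median high and low control wells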
DNMT1 inh: blocks human DNA methyltransferase DNMT1 | P26358 | DNMT1 molecular beacon, Hinp1I cleavage, fluorescence | inhibition (reported as % activation of signal), % at 10 µM | 360,000 compounds, 0.83% hits; in the data active = inhibition above about 50%
CendR NRP1 mod: NRP-1/CendR interaction modulation. O14786. FAM-RPARPAR peptide binding to NRP-1, fluorescence polarization. inhibition, % at 25 µM. 360,000 compounds, 0.85% hits. AID 602438;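 active = inhibition or corrected inhibition above about 18%, plus a signal ratio from 0.5 to 1.5, limit read from the data, passing the limit was not always enough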; also: strong numbers were not always called active
Target sequence (O14786 whole entry, looked up): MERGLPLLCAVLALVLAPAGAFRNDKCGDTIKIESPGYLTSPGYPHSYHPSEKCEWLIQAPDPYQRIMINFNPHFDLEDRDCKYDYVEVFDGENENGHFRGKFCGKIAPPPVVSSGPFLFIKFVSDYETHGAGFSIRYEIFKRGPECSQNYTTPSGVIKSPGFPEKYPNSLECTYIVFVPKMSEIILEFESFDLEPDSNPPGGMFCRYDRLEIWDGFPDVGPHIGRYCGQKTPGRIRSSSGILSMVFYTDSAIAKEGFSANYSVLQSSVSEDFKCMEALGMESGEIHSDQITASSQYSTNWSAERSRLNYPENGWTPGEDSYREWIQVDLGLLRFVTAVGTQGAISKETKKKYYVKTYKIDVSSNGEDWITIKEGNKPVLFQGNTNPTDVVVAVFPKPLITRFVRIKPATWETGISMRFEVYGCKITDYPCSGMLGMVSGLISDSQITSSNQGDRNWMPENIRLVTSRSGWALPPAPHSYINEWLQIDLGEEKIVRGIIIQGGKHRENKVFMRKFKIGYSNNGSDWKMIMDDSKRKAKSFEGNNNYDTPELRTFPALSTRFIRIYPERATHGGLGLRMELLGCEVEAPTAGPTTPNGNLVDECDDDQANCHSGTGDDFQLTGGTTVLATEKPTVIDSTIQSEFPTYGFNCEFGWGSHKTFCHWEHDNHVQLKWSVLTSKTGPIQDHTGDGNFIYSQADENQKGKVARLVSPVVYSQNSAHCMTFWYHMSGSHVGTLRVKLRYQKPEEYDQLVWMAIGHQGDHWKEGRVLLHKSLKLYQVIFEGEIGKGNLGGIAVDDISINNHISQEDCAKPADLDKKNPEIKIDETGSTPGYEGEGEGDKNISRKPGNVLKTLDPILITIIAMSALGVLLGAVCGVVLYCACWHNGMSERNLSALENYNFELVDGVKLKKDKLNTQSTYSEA
eLon inh: inhibitors of E. coli Lon protease | P0A9M0 | purified E. coli Lon protease, fluorescence polarization | inhibition, % at 7.94 µM | 360,000 compounds, 0.42% hits; in the data active = inhibition above about 13%, passing the limit was not always enough;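 also: 0% = enzyme with probe and DMSO and 100% = no enzyme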
bovine MsrA act: activators of bovine methionine sulfoxide reductase A; purified bovine MsrA, absorbance read-out; activation, % at 10.6 µM; 360,000 compounds, 0.3% hits; in the data active = activation above about 7.5%;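 also: 0% = vehicle and 100% = reference activator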
SUMO1-SIM PPI: alters human SUMO1 binding to SIM partners; P63165; SUMO1 binding to a labelled peptide, TR-FRET, 1 h; inhibition, % at 20 µM; 360,000 compounds, 0.33% hits; AID 602429; in the data active = inhibition above about 37%
Target sequence (P63165 whole entry, looked up): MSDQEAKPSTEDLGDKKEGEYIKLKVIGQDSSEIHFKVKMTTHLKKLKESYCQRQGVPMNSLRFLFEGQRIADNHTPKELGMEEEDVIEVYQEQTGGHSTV
STEP inh: blocks human striatal-enriched tyrosine phosphatase | 360,000 compounds, 0.25% hits | inhibition, % at 20 µM | P54829 | AID 588621 | recombinant STEP, OMFP fluorogenic substrate, fluorescence;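 active = inhibition at 20 µM, scaled per plate between control wells, above about 37%, limit read from the data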;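 also: 0% = DMSO with enzyme and substrate and 100% = substrate only without enzyme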
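Material: STEP (striatal-enriched tyrosine phosphatase) enzyme, cell-free | Medium: 50 mM Bis-Tris pH 6.0 with 2.5 mM DTT and 0.005% Tween 20 | Read-out: Percent inhibition scaled to no-enzyme and uninhibited-enzyme controls, plate-pattern corrected | Signal: Fluorescence read at 480 nm ex / 540 nm em | Times: 20 min reaction, room temperature, in the dark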
Scp-1 inhibitor: blocks human Scp-1 phosphatase activity; Q9GZU7; Recombinant Scp1, phosphopeptide, malachite green phosphate absorbance; inhibition, % at 20 µM; 340,000 compounds, 0.88% hits; AID 493091;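 active = inhibition above about 50% at 20 µM, limit read from the data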;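 also: plate controls were DMSO wells with enzyme for no effect and wells lacking enzyme for full effect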
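Test system: SCP-1 phosphatase catalytic domain, residues 76-261 | Compound dosing: One concentration, 20 µM, with 1.0% DMSO | Schedule: 45 min room-temperature reaction, 5 min colour, 30 min stabiliser | Detection: Absorbance at 630 nm | Read-out basis: % inhibition of SCP-1 phosphate liberation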
* hit, by the source's call; nt = no result given.

Sample of the layout (13 entries):
Values run as follows: MsrA inhibitor | LMPTP inh | Tb MetRS inh | DNMT1 inh | CendR NRP1 mod | eLon inh | bovine MsrA act | SUMO1-SIM PPI | STEP inh | Scp-1 inhibitor
Cc1cccc(C)c1NC(=O)COC(=O)C1CC1
  -0.2 | -0.6 | -0.1 | 5 | 6 | -8 | 9.7* | 9 | 4 | -6
Cc1nc2c(C)cccn2c1/C(O)=C1\C(=O)C(=O)N(CCN2CCOCC2)C1c1cccs1 (stereo not drawn)
  1.8 | -2.9 | -0.1 | -3 | 5 | -8 | -5 | 1 | -1 | -8
N#C/C(=C\c1ccc(-c2ccccc2)o1)C(=O)Nn1cnnc1
  1.9 | 0.4 | 0.1 | -2 | -10 | 8 | -4 | -12 | 0 | -2
COc1ccc(NC(=O)C(NC(C)=O)C(=O)NCc2ccc(F)cc2)cc1 (stereo not drawn)
  -0.1 | -1.3 | 2.5 | 3 | 5 | -5 | -7 | -2 | -2 | -1
O=C(CCNC(=O)Cn1ccc2ccccc2c1=O)NCCC1=CCCCC1
  0.4 | -0.6 | -0.6 | 0 | 4 | -11 | -6 | 2 | -4 | -3
CN1OC[C@@H]2CN(C(=O)NC3CCCCC3)[C@H](c3ccc(N4CCCCC4)cc3)C[C@@H]21
  0.3 | -1.4 | -1.1 | 3 | 1 | -6 | -3 | 0 | 1 | nt
CC(C)N=C(NC#N)SCc1ccccc1F
  -0.3 | -1.4 | 0.0 | 1 | 2 | -8 | -1 | -3 | -1 | -4
CC1CNC(=S)N(c2ccc(F)cc2)C1=O (stereo not drawn)
  -0.7 | -1.9 | -0.5 | 0 | -7 | 4 | -4 | -1 | -2 | 7
Cc1ccc(C(=O)CSc2nnc(C(C)C)n2C)cc1C
  -0.8 | -0.4 | -0.7 | 0 | -4 | 4 | -6 | 0 | 6 | -7
C#CCNC(=O)C1=C[C@@H](c2ccc3c(c2)OCO3)[C@H](CCCO)[C@@H](OCC)O1
  -0.1 | -1.2 | -0.2 | 7 | -2 | -6 | -4 | -1 | -1 | -3
CC(=O)CSc1nc(C(F)(F)F)cc(=O)n1-c1ccccc1
  -0.2 | -0.9 | 0.1 | -2 | 2 | -6 | 0 | 10 | 0 | -7
COc1ccc(C2=NN(CC(=O)Nc3cc(C)ccc3C)C(=O)CC2)cc1
  1.6 | -1.1 | -0.3 | -3 | 10 | -6 | -2 | -10 | 0 | -14
COc1cc2c3c([nH]c2cc1F)C(=O)NCC3
  0.2 | -0.4 | -0.1 | 1 | 17 | -4 | -2 | 5 | -2 | -2

This part in full, previewed entries included:
Values run as follows: MsrA inhibitor | LMPTP inh | Tb MetRS inh | DNMT1 inh | CendR NRP1 mod | eLon inh | bovine MsrA act | SUMO1-SIM PPI | STEP inh | Scp-1 inhibitor
Cc1cccc(C)c1NC(=O)COC(=O)C1CC1
  -0.2 | -0.6 | -0.1 | 5 | 6 | -8 | 9.7* | 9 | 4 | -6
Cc1nc2c(C)cccn2c1/C(O)=C1\C(=O)C(=O)N(CCN2CCOCC2)C1c1cccs1 (stereo not drawn)
  1.8 | -2.9 | -0.1 | -3 | 5 | -8 | -5 | 1 | -1 | -8
N#C/C(=C\c1ccc(-c2ccccc2)o1)C(=O)Nn1cnnc1
  1.9 | 0.4 | 0.1 | -2 | -10 | 8 | -4 | -12 | 0 | -2
COc1ccc(NC(=O)C(NC(C)=O)C(=O)NCc2ccc(F)cc2)cc1 (stereo not drawn)
  -0.1 | -1.3 | 2.5 | 3 | 5 | -5 | -7 | -2 | -2 | -1
O=C(CCNC(=O)Cn1ccc2ccccc2c1=O)NCCC1=CCCCC1
  0.4 | -0.6 | -0.6 | 0 | 4 | -11 | -6 | 2 | -4 | -3
CN1OC[C@@H]2CN(C(=O)NC3CCCCC3)[C@H](c3ccc(N4CCCCC4)cc3)C[C@@H]21
  0.3 | -1.4 | -1.1 | 3 | 1 | -6 | -3 | 0 | 1 | nt
CC(C)N=C(NC#N)SCc1ccccc1F
  -0.3 | -1.4 | 0.0 | 1 | 2 | -8 | -1 | -3 | -1 | -4
CC1CNC(=S)N(c2ccc(F)cc2)C1=O (stereo not drawn)
  -0.7 | -1.9 | -0.5 | 0 | -7 | 4 | -4 | -1 | -2 | 7
Cc1ccc(C(=O)CSc2nnc(C(C)C)n2C)cc1C
  -0.8 | -0.4 | -0.7 | 0 | -4 | 4 | -6 | 0 | 6 | -7
C#CCNC(=O)C1=C[C@@H](c2ccc3c(c2)OCO3)[C@H](CCCO)[C@@H](OCC)O1
  -0.1 | -1.2 | -0.2 | 7 | -2 | -6 | -4 | -1 | -1 | -3
CC(=O)CSc1nc(C(F)(F)F)cc(=O)n1-c1ccccc1
  -0.2 | -0.9 | 0.1 | -2 | 2 | -6 | 0 | 10 | 0 | -7
COc1ccc(C2=NN(CC(=O)Nc3cc(C)ccc3C)C(=O)CC2)cc1
  1.6 | -1.1 | -0.3 | -3 | 10 | -6 | -2 | -10 | 0 | -14
COc1cc2c3c([nH]c2cc1F)C(=O)NCC3
  0.2 | -0.4 | -0.1 | 1 | 17 | -4 | -2 | 5 | -2 | -2
O=C(NCc1ccc2c(c1)OCO2)c1c(Cl)cccc1Cl
  -1.1 | 1.1 | -0.4 | 2 | 0 | -8 | -1 | 3 | -1 | 0
O=C(c1ccccc1)C1C(c2ccccc2)C1[N+](=O)[O-] (stereo not drawn)
  0.2 | 0.6 | 0.1 | 0 | 3 | -2 | -1 | 1 | 1 | -14
COc1ccccc1CNC(=O)CS(=O)(=O)c1ccccc1
  -1.9 | -1.2 | -0.5 | 3 | 11 | -14 | -3 | 2 | 3 | 0
CCc1ccc(NC(=S)N2CCN(c3cccc(C(F)(F)F)c3)CC2)cc1
  1.2 | -0.3 | 0.1 | 6 | 14 | -1 | -1 | -1 | 0 | 0
O=C(c1cc(-c2cccc(O)c2)on1)N1CCCCC1
  -0.9 | -1.0 | -0.7 | 0 | -10 | 3 | -9 | 3 | -2 | -3
COc1cc(-c2cc(NC=O)c3ncc(-c4ccc(C(C)=O)cc4)n3c2)ccc1O
  1.6 | 2.6 | -0.1 | -11 | -10 | -14 | -3 | -12 | 0 | nt
CC(C)c1cc(C(=O)N2CCN(C(c3ccccc3)c3ccccc3)CC2)no1
  0.0 | 3.6 | -0.9 | 1 | -2 | -9 | -5 | -3 | 4 | -2
O=c1c2ccccc2nc2n1C(CSCc1ccc(Cl)cc1Cl)CS2 (stereo not drawn)
  1.4 | -0.6 | 0.0 | 8 | -9 | 5 | -4 | -5 | 3 | 3
CC(Sc1ccc2nnc(-c3ccc(F)cc3)n2n1)C(=O)O (stereo not drawn)
  -0.3 | -1.7 | -0.4 | -2 | -3 | -10 | -3 | -3 | 0 | -19
Cc1ccc(S(=O)(=O)N(C)Cc2ccc(C(=O)N/N=C/c3ccc(OC(F)F)cc3OC(F)F)cc2)cc1
  2.9 | 4.6 | 0.0 | -3 | 31* | -1 | -4 | 3 | 6 | -7
Cc1csc(SCC(=O)NCc2ccccc2)n1
  1.4 | -7.7 | 0.3 | 0 | -3 | -3 | -1 | -18 | -1 | 3
CCn1nc(NS(=O)(=O)c2ccc([N+](=O)[O-])cc2)c2cc3ccc(C)cc3nc21
  1.1 | -0.1 | 0.0 | -4 | -4 | 5 | -4 | 0 | 0 | -4
CCn1cc(CN2CCc3c([nH]c4ccccc34)C2c2cccc(OC)c2OC)c(C)n1 (stereo not drawn)
  1.8 | 3.9 | -0.1 | -7 | -4 | 2 | -1 | -1 | 2 | -3
Cc1ccc(NC(=O)Cn2ncc3c([nH]c4ccccc43)c2=O)cc1Cl
  -0.4 | 1.2 | -0.1 | 26 | -6 | -4 | -5 | 3 | 0 | -1
COc1ccc(-c2nn(-c3ccccc3C)cc2CNCCc2cnc[nH]2)cc1F
  0.0 | 0.7 | 0.9 | -6 | -7 | -14 | -2 | -1 | 1 | -5
Nc1nnc(SCc2nc3scc(-c4ccccc4)c3c(=O)[nH]2)s1
  0.3 | 0.2 | -0.1 | 0 | -107 | -31 | 0 | 2 | 0 | -9
COc1ccc(CNCc2cccn2C)cc1
  0.1 | -0.4 | 0.1 | 0 | -11 | -14 | 0 | 2 | -3 | -6
Cc1cc(C)cc(NC(=O)CCN2CCOCC2)c1
  -1.2 | -1.6 | -0.5 | -1 | 6 | -10 | -4 | 0 | 0 | -5
COc1ccc(CCNC(=O)CCCC(=O)n2nc(C)c3ccccc32)cc1OC
  -0.4 | -0.6 | -0.5 | -3 | 5 | -7 | -2 | 0 | 7 | -5
Cc1ccc(/C=C2\C(=O)Nc3ccccc32)o1
  3.3 | 0.5 | -0.6 | -2 | -3 | -6 | -11 | -6 | 2 | -5
O=C(NC(Cc1ccccc1)C(=O)N1CCN(S(=O)(=O)c2ccccc2)CC1)c1ccccc1 (stereo not drawn)
  -0.5 | 0.2 | -0.8 | 1 | 6 | 7 | -10 | 0 | 0 | 0
COc1cccc(CN2CCNC(=O)C2CC(=O)N(C)Cc2nc(C)cs2)c1OC (stereo not drawn)
  0.4 | -0.8 | -0.2 | -5 | -1 | 8 | 0 | 0 | -2 | -7
O=C(Nc1ccc(Br)cc1)c1cccc(S(=O)(=O)Nc2cnc3ccccc3c2)c1
  -0.7 | 3.0 | 65* | -2 | -2 | -7 | -9 | 24 | -6 | 6
COc1ccc(OC)c2sc(NC(=O)C3COc4ccccc4O3)nc12 (stereo not drawn)
  0.3 | 2.8 | -0.1 | -6 | 8 | -4 | 5 | 6 | -2 | 13
Cc1ccc(C(=O)N=c2sccn2C)o1
  4.5 | 0.9 | -0.4 | 2 | 4 | -2 | -3 | 5 | -4 | 0
CC1CCc2c(sc3ncn(Cc4ccc(C(=O)O)cc4)c(=O)c23)C1 (stereo not drawn)
  -0.7 | 0.1 | 1.4 | -1 | -2 | 7 | -1 | -2 | 1 | -1
COc1ccc(C(=O)CCC(=O)NCCc2ccccc2F)cc1
  0.5 | -1.6 | -0.5 | 3 | -3 | 3 | -5 | -1 | -2 | -9
C=CCC1(O)CC(c2ccco2)NC(c2ccco2)C1CCC (stereo not drawn)
  0.1 | -1.4 | 0.1 | -1 | -15 | 7 | 1 | 0 | 1 | -5
COc1ccc(C(=O)NCC(=O)OCC(=O)Nc2ncc(Cl)cc2Cl)cc1[N+](=O)[O-]
  0.2 | -0.8 | -0.1 | 5 | -12 | -7 | -4 | -7 | 2 | 0
COc1cc(NCCCn2ccc(NC(=O)OCc3ccccc3)nc2=O)cc(OC)c1OC
  0.8 | -0.6 | -1.4 | -23 | -4 | -6 | -1 | -1 | -1 | -11
O=C(NCc1cccnc1)c1cc(Sc2ccc(F)cc2F)nc2ccccc12
  0.1 | -1.1 | -0.1 | -1 | 0 | -4 | -2 | -2 | -2 | 8
NC(=O)c1ccccc1OCC(=O)Nc1ccc2c(c1)OCCO2
  1.1 | -0.4 | -0.5 | 1 | -1 | -14 | 0 | -5 | 0 | 3
COc1ccc(N2CC(C(=O)OCC(=O)c3cccc(OC)c3)CC2=O)cc1 (stereo not drawn)
  -0.4 | -0.3 | -0.7 | 0 | 1 | 4 | -2 | -3 | -1 | -7
